# PGK inhibitor: inhibitors of T. brucei phosphoglycerate kinase; Potency, µM (highest dose often 57.5 µM), without a hit: top-dose activity change, negative = inhibition, most hits filed as inhibitors; PGK/GAPDH coupled, Kinase-Glo luminescence, 60 min; 380,000 tested, 0.043% active; further: potency means the concentration at half of the fitted maximal effect; on the % scale 0 is the no-effect control and ±100 the full control effect; nearly all actives have a fitted effect of over 60% in size
#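 Recombinant glycosomal PGK reaction used 1,3-bisphosphoglycerate generated in-well by GAPDH (100nM final) in 100mM TEA pH 7.6, 5mM MgCl2, 0.01% Tween-20. After 60 minutes at room temperature, ATP was read by Kinase-Glo Plus luminescence end-point.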
# GLS inhibitor: glutaminase GLS (human) inhibition; O94925; GLS enzymatic activity, qHTS titration; Potency, µM (highest dose often 45.5 µM), for the others: top-dose activity change, negative = inhibition, usual class: inhibitors; 410,000 tested, 0.21% active; AID 624170; further: potency means the concentration at half of the fitted maximal effect; on the % scale 0 is the no-effect control and ±100 the full control effect
#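 Assay buffer: 45 mM KH2PO4 pH 8.2, 0.02% Tween-20. hKGA acts on L-glutamine (1 mM solution added); product glutamate is reported by an oxidase/peroxidase Amplex Red coupling, with fluorescence taken at baseline and 30 min.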
# PI4K2A block: PI4K2A (human) kinase inhibition; activity change, negative = inhibition, % at 76.9 µM; 420,000 tested, 0.13% active; Q9BTU6; purified PI4K2A, ADP-Glo luminescence, 1 h; hits give low values; in the data active means activity change below about -50%; inconclusive means mostly about -30% to -49%;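 further: -100% = wells without enzyme as full effect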
#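 In this quantitative HTS, ADP production by PI4K2A was quantified luminescently after 1 h at ambient temperature; 100 microM adenosine served as plate-quality control.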
# HP1b chromo inh: blocks HP1-beta chromodomain binding to methylated histone tails; AID 540317; 390,000 tested, 0.56% active; AlphaScreen HP1-beta / biotin-H3K9me3 peptide binding; P83916; Potency, µM (titrated, usually from 114 µM), without a hit: top-dose activity change, negative = inhibition, hits mostly inhibitors; further: potency means the concentration at half of the fitted maximal effect; nearly all actives have a fitted effect of over 70% in size; inactives centre near 23
#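 AlphaScreen: HP1-beta (50 nM) preformed 30 min with biotin-H3(1-18)K9me3 peptide (50 nM) in PBS pH 7.4, 0.01% Tween-20. Compound added for 30 min at RT, then streptavidin donor/nickel chelate acceptor beads (10 ug/mL) for 30 min.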
# Pin1 inhibitor: human Pin1 inhibition | Pin1 FP peptide displacement, HiFluor488, 10 min | 390,000 tested, 0.009% active | Potency, µM (series often up to 115 µM), without a hit: at the highest dose activity, negative = inhibition, actives largely listed as inhibitors | AID 504891 | Q13526; active means well fitted inhibition curve with a large enough effect in the polarisation, with a control signal flat, not every such curve was filed as active; inconclusive means small, poorly fitted or top-dose-only effect, or effect the other way, or a change in a side signal; inactive means no such curve, though single readings can be large or run the other way; the % refers to the polarisation; further: potency means the concentration at half of the fitted maximal effect; on the % scale 0 is the no-effect control and ±100 the full control effect
# TrxR1 substrate: rat thioredoxin reductase 1 substrate activity; O89049; purified TrxR1 substrate turnover, NADPH consumption readout; Potency, µM (highest dose often 114 µM), for inactives: top-dose activity change, negative = substrate turnover; 390,000 tested, 0.01% active; further: potency means the concentration at half of the fitted maximal effect; on the % scale 0 is the no-effect control and ±100 the full control effect; nearly all actives have a fitted effect of over 50% in size
# Target sequence (O89049 whole entry, looked up): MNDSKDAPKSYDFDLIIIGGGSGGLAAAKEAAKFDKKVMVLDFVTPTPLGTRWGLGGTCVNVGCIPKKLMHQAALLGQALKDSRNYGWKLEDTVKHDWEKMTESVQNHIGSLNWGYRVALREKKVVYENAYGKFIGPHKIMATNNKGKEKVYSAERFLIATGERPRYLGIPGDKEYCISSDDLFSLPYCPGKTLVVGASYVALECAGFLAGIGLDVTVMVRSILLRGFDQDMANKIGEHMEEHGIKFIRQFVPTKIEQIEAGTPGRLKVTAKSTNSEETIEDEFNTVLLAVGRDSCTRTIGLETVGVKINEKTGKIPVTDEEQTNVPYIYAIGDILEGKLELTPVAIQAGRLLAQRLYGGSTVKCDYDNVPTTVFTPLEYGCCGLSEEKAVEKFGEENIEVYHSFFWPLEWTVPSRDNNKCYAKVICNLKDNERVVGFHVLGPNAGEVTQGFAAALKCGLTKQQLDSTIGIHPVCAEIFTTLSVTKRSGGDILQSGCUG
#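 Rat TrxR1, dispensed at 90 nM, was prereduced with 400 uM NADPH (final) for 5 min at ~22 deg C, then incubated with compound 15 min before 400 uM selenite. A first-read NADPH fluorescence drop versus no-compound background flagged substrates.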
# IDH1 R132H inh: inhibitors of human mutant IDH1 R132H; O75874; IDH1-R132H enzyme, NADPH consumption, diaphorase/resazurin fluorescence; Potency, µM (highest dose often 76.6 µM), without a hit: top-dose activity change, negative = inhibition, hits mostly inhibitors; 390,000 tested, 0.093% active; AID 602179; further: potency means the concentration at half of the fitted maximal effect; on the % scale 0 is the no-effect control and ±100 the full control effect; nearly all actives have a fitted effect of over 65% in size
# Target sequence (O75874 whole entry R132H, stated change not applied): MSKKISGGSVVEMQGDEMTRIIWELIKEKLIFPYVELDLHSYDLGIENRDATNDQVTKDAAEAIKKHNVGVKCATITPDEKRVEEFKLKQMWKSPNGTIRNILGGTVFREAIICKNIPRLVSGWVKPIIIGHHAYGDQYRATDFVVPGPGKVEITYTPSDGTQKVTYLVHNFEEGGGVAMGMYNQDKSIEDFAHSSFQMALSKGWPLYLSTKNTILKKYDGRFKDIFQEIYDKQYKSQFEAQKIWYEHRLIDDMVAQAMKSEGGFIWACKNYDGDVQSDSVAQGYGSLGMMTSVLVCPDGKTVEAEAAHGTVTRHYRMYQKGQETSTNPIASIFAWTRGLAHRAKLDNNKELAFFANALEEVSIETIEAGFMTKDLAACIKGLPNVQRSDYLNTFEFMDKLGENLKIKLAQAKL
#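 IDH1-R132H (0.5 ug/mL dispensed) in pH 7.5 Tris buffer was preincubated 30 min with compound, then given a substrate mix of 0.016 mM NADPH and 2 mM alpha-KG for 80 min at room temperature; remaining NADPH was read by diaphorase/resazurin fluorescence.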
# rTrxR1 inhibitor: blocks rat thioredoxin reductase 1 | O89049 | recombinant rTrxR1, NADPH fluorescence consumption, selenite substrate | Potency, µM (doses to about 114 µM), without a hit: at the highest dose activity change, negative = inhibition, usual class: inhibitors | 390,000 tested, 1% active; further: potency means the concentration at half of the fitted maximal effect; on the % scale 0 is the no-effect control and ±100 the full control effect; nearly all actives have a fitted effect of over 65% in size
#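 Rat TrxR1 (90 nM in the dispensed reagent) was pre-reduced with 400 uM NADPH for 5 min at room temperature, then incubated with compound for 15 min. After 400 uM selenite was added, NADPH fluorescence (Ex 340/Em 450 nm) was followed for 8 min.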
# USP1-UAF1 inh: inhibitors of human USP1/UAF1 deubiquitinase; O94782; recombinant USP1/UAF1, Ub-Rhodamine cleavage fluorescence; Potency, µM (doses to about 57.1 µM), inactives show top-dose activity change, negative = inhibition, actives largely listed as inhibitors; 390,000 tested, 0.23% active; further: potency means the concentration at half of the fitted maximal effect; on the % scale 0 is the no-effect control and ±100 the full control effect; nearly all actives have a fitted effect of over 60% in size; inactives centre near -12
#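 USP1/UAF1 complex at 1 nM was preincubated with compound for 15 min at room temperature, then Ub-Rho substrate (150nM final) was added. Fluorescence (480/540 nm) was read kinetically, 6 reads every 60 seconds.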
# Active calls of the source: *; i = inactive; ? = inconclusive; . = not tested or not shown; [ ] = dose if it differs, or a comment. Unless noted, the call rests on the fitted dose curve; in most records, active means well fitted curve in the direction sought with a large enough effect; inconclusive means small, poorly fitted or top-dose-only effect, or another doubt; inactive means no such curve, though single readings can be large; an effect the other way counts as inactive or inconclusive. Some of the compounds tested; count on the stated rates, not on these rows.
no. | molecule | Pin1 inhibitor | HP1b chromo inh | PI4K2A block | IDH1 R132H inh | GLS inhibitor | rTrxR1 inhibitor | TrxR1 substrate | PGK inhibitor | USP1-UAF1 inh
1 | O=C(CNC(=O)c1ccccc1F)OCc1nc2ccc(Cl)cc2n1CCO | 2% | 30%[activator] | 5 | 4% | 0% | 9% | -6% | -2% | -1%
2 | C(=C\c1ccccc1)/CSc1nnc(-c2cnccn2)n1Cc1ccco1 | 13% | 6% | -16 | 10% | 8% | ? | 5% | -6% | -7%
3 | CCN(C(=O)COC(=O)/C=C/c1ccc(S(=O)(=O)N2CCc3ccccc32)cc1)C1CCS(=O)(=O)C1 (stereo unspecified) | 12% | 15% | 1 | -3% | 2% | 9%[57.1 µM] | 0%[57.1 µM] | -8% | -19%
4 | O=C(OCc1nc2ccsc2c(=O)[nH]1)c1ccc(Cl)s1 | 4% | 33% | -5 | 10% | -2% | -14% | -9% | 0% | -15%
5 | CS(=O)(=O)NNC(=O)Cn1nnc(-c2ccc(OCc3ccccc3Cl)cc2)n1 | -1% | 36% | 0 | -5% | 4% | 29% | -4% | -4% | -7%
6 | O=C(CS(=O)CC(=O)Nc1cccc2c1CCCC2)Nc1ccc(F)cc1 (stereo unspecified) | 0% | 18% | 2 | -1% | 2% | 13%[57.1 µM] | 9%[57.1 µM] | -13% | -26%
7 | Cn1c2ccccc2c(=O)c2c(=O)n(-c3ccccc3)c(C3CCCCC3)nc21 | 2% | 31% | 3 | 12µM* | -25% | 6% | -2% | 14% | -7%
8 | CC1=CC(C)(C)N(S(=O)(=O)c2ccc(F)cc2)c2ccc(C)cc21 | 1% | 62%[activator] | 0 | -3% | -4% | 16% | -2%[57.1 µM] | . | ?
9 | O=C(CNCc1ccccc1Cl)Nc1ccccc1N1CCCCC1 | 3% | ? | -3 | -9% | 12% | -26% | -11% | 4% | -23%
10 | CCn1ccc2c(OCC(=O)Nc3ccc(C(C)=O)cc3)cccc2c1=O | 2% | 29% | 2 | -2% | 5% | 9%[57.1 µM] | -2%[57.1 µM] | 4% | -8%

# Other results:
no. | molecule | Pin1 inhibitor | HP1b chromo inh | PI4K2A block | IDH1 R132H inh | GLS inhibitor | rTrxR1 inhibitor | TrxR1 substrate | PGK inhibitor | USP1-UAF1 inh
11 | CCOC(=O)CN(C(=O)CSc1nnc(-c2ccc(OC)c(OC)c2)o1)c1ccc(F)cc1 | -8% | 17% | -6 | 9% | 6% | 14% | 0% | -7% | -10%
12 | O=[N+]([O-])c1ccc2c(OCc3nnc(-c4ccccc4Br)o3)ncnc2c1 | ? | 16% | -6 | -2% | 0% | 4% | 4% | 5% | -27%
13 | C=CCOc1ccc(Oc2cc(C)nc(SC)n2)nn1 | 2% | 37% | 2 | -6% | 3% | 13%[57.1 µM] | -1% | 3% | -21%
14 | N#Cc1c(Cl)nsc1NC(=O)c1ccccc1 | 3% | 26% | -7 | 11% | 5% | 3% | 2% | -9% | -15%
15 | CC(/C=N/NC(=O)Cn1nccc1C)=C\c1ccc(C(C)C)cc1 | 0% | 10% | 0 | 1% | 11% | -4%[57.1 µM] | 4%[57.1 µM] | -3% | -24%
16 | NC(=O)COc1ccc(/C=N/NS(=O)(=O)c2ccccc2)cc1 | -8% | 32% | 2 | -4% | 6% | 13%[57.1 µM] | 4%[57.1 µM] | -7% | ?
17 | COc1ccc(CCNC(=O)C23CCC(C)(C(=O)C2Br)C3(C)C)cc1OC (stereo unspecified) | 1% | 16% | 6 | -11% | 1% | -24% | -12% | 5% | 0%
18 | Cc1cccc(-c2noc(CCC(=O)NC3CCCCC3)n2)c1 | 8% | 22% | 2 | 0% | -10% | 21% | 0% | -8% | -12%
19 | Cc1ccc(C(=O)OCC(=O)NCCC2=CCCCC2)s1 | -1% | 45%[activator] | -3 | -2% | 3% | 4% | -4% | -1% | -8%
20 | CCc1ccc(NC(=O)Cn2cnc3sc(C)c(S(=O)(=O)N4CCC(C)CC4)c3c2=O)cc1 | 2% | 23% | -2 | 3% | 0% | 21%[2.29 µM] | 15%[2.29 µM] | 8% | 0%

# Next part:
no. | molecule | Pin1 inhibitor | HP1b chromo inh | PI4K2A block | IDH1 R132H inh | GLS inhibitor | rTrxR1 inhibitor | TrxR1 substrate | PGK inhibitor | USP1-UAF1 inh
21 | c1ccc(CN2CCN(c3nc(-c4ccccc4)nc(-n4ccnc4)n3)CC2)cc1 | 14% | 13% | -6 | 0% | 1% | -24%[57.1 µM] | -3%[57.1 µM] | -4% | -8%
22 | CC(C)=C1CCC(C)CC1=NNC(N)=S (stereo unspecified) | 5% | -17% | 8 | 4% | -22% | 21%[57.1 µM] | -7% | -1% | -14%
23 | Fc1ccc(N2CCN(C(=S)NCc3ccco3)CC2)cc1 | -6% | -12% | -2 | 0% | -6% | 37%[activator][57.1 µM] | 9%[57.1 µM] | -9% | -8%
24 | CCOCCn1c(N2CCN(c3ccc(OC)cc3)CC2)nc2c1c(=O)[nH]c(=O)n2C | 4% | 42%[activator] | -10 | 2% | 49%[activator] | -5% | -8% | -9% | -8%
25 | Cc1ccccc1-n1c(SCC(=O)c2ccccc2)nnc1-c1ccc(F)cc1 | 14% | 41%[activator] | 6 | 8% | -1% | -5%[57.1 µM] | -14%[57.1 µM] | 4% | -11%
26 | CS(=O)(=O)N(Cc1ccc(Cl)cc1)c1ccc(C(=O)NCC2CCCO2)cc1 (stereo unspecified) | 1% | -1% | 0 | -6% | 2% | -25% | -20% | -1% | ?
27 | COc1cccc(CNC(=O)CNC(=O)N2CC(=O)Nc3ccccc32)c1 | -2% | 54%[activator] | 1 | 8% | -2% | 9% | 8% | i | -15%
28 | COc1ccc(Nc2cc(Cl)nc(N)n2)cc1OC | -11% | 19% | -2 | -4% | 4% | -6% | -4% | -7% | -18%
29 | CCCCn1c(SCC(=O)Nc2cccc(OC)c2)nc2ccsc2c1=O | 29% | 90%[activator] | -2 | 0% | 0% | 7%[57.1 µM] | 4%[57.1 µM] | -8% | -1%
30 | Cc1ccc(C(=O)OCC(=O)Nc2ccc(F)c(Cl)c2)o1 | 0% | 24% | 0 | 2% | 0% | 22% | 5% | -7% | -20%

# Continuation:
no. | molecule | Pin1 inhibitor | HP1b chromo inh | PI4K2A block | IDH1 R132H inh | GLS inhibitor | rTrxR1 inhibitor | TrxR1 substrate | PGK inhibitor | USP1-UAF1 inh
31 | COc1ccccc1C(=O)NCC(=O)N1CCN(C/C=C/c2ccccc2)CC1 | -11% | 3% | 3 | 4% | 11% | 1% | 2% | 5% | -11%
32 | CCn1c(N2CCN(S(=O)(=O)c3ccc(Cl)cc3)CC2)nc2ccccc21 | 3% | 43%[activator] | 2 | 1% | 6% | 21%[57.1 µM] | -2%[57.1 µM] | i | -16%
33 | CCCCN(CCCC)CCNC(=O)CNC(=O)c1cccs1 | -6% | 21% | 4 | 8% | 10% | 23% | 12% | -8% | -16%
34 | CNC(=O)c1cc2cc(OC)ccc2oc1=O | 2% | 13% | 0 | 1% | 6% | -8% | 124%[activator] | -4% | -8%
35 | Cc1ccnc(-n2c(C)cc(C=O)c2C)c1 | -2% | 70%[activator] | -3 | 0% | 2% | 6% | 4% | i | -22%
36 | O=C(NCc1cccs1)C1CCN(C(=O)NCc2ccccc2)CC1 | 3% | 42%[activator] | 9 | 2% | -2% | 20%[57.1 µM] | 9%[57.1 µM] | -5% | -17%

# Compound profiles, as listed above. Screens in order: Pin1 inhibitor | HP1b chromo inh | PI4K2A block | IDH1 R132H inh | GLS inhibitor | rTrxR1 inhibitor | TrxR1 substrate | PGK inhibitor | USP1-UAF1 inh
# Listed for CCn1c(N2CCN(S(=O)(=O)c3ccc(Cl)cc3)CC2)nc2ccccc21 : 3% | 43%[activator] | 2 | 1% | 6% | 21%[57.1 µM] | -2%[57.1 µM] | i | -16%
# Listed for CNC(=O)c1cc2cc(OC)ccc2oc1=O : 2% | 13% | 0 | 1% | 6% | -8% | 124%[activator] | -4% | -8%
# Listed for Cc1ccnc(-n2c(C)cc(C=O)c2C)c1 : -2% | 70%[activator] | -3 | 0% | 2% | 6% | 4% | i | -22%
# Listed for CCCCN(CCCC)CCNC(=O)CNC(=O)c1cccs1 : -6% | 21% | 4 | 8% | 10% | 23% | 12% | -8% | -16%
# Listed for O=C(NCc1cccs1)C1CCN(C(=O)NCc2ccccc2)CC1 : 3% | 42%[activator] | 9 | 2% | -2% | 20%[57.1 µM] | 9%[57.1 µM] | -5% | -17%

# Source: PubChem
